# ROS inducer – cancer cell ROS induction | U2OS ROS induction, H2DCF-DA fluorescence | ROS induction (% of piperlongumine), % at 10 µM | 46,000 compounds, 2% hits | AID 624156; in the data active means ROS induction above about 79%, passing the limit was not always enough;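 further: 0% = DMSO vehicle median and 100% = reference compound median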
# Active calls of the source: *. A portion of the library; count on the stated rates, not on these rows.
SMILES,ROS inducer
CNC[C@H]1Oc2ccc(NC(=O)CCC(F)(F)F)cc2C(=O)N([C@H](C)CO)C[C@H]1C,-13
COCCCNC(=O)[C@@]1(Cc2ccccc2N=[N+]=[N-])N=C(c2ccc(OCCCO)cc2)O[C@H]1c1ccccc1N=[N+]=[N-],16
Cc1noc(C)c1NC(=O)Nc1cccc2c1O[C@@H](CN(C)C(=O)Nc1c(C)noc1C)[C@H](C)CN([C@H](C)CO)C2=O,0
C[C@@H]1CN([C@@H](C)CO)C(=O)CCCn2cc(nn2)CO[C@@H]1CN(C)C(=O)NC1CCCC1,-2
C[C@@H]1CN([C@H](C)CO)C(=O)c2cccc(NS(=O)(=O)c3ccc(Cl)cc3)c2O[C@@H]1CN(C)CC1CC1,4
C[C@@H]1CN([C@@H](C)CO)C(=O)CCCn2nncc2CO[C@H]1CN(C)C(=O)Nc1ccc2c(c1)OCCO2,-1
Cc1nc2ccccc2c(=O)n1NC(=O)/C=C/c1ccccc1,14
C[C@H](CO)N1C[C@H](C)[C@@H](CN(C)C)Oc2c(NC(=O)C3CCOCC3)cccc2C1=O,0
C=CCOc1ccccc1/C=N/NC(=O)c1ccc(C(=O)NO)cc1,-9
CC(=O)c1ccc(NC(=O)CSc2nc(=O)cc(N)n2-c2ccccc2)cc1,6
C[C@H]1CN([C@@H](C)CO)C(=O)c2cccc(NC(=O)c3ccncc3)c2O[C@@H]1CN(C)C(=O)Nc1ccc2c(c1)OCO2,3
COc1ccc(S(=O)(=O)Nc2ccc3c(c2)CC(=O)N([C@@H](C)CO)C[C@@H](C)[C@@H](CN(C)C(=O)NC(C)C)O3)cc1,8
Cc1ccccc1NC(=O)CSc1ncnc2c1sc1nc(N3CCOCC3)c3c(c12)CCCC3,5
O=C1NC(=O)C(c2ccccc2[N+](=O)[O-])=C1Nc1ccc(O)c(Cl)c1,37
Cc1noc(C)c1S(=O)(=O)Nc1ccc2c(c1)CC(=O)N([C@H](C)CO)C[C@H](C)[C@H](CN(C)S(=O)(=O)c1ccc(Cl)cc1)O2,23
Cc1noc(C)c1NC(=O)N(C)C[C@@H]1Oc2ccc(NC(=O)Cc3ccccc3)cc2CC(=O)N([C@H](C)CO)C[C@@H]1C,2
Cc1ccc(S(=O)(=O)N(C)C[C@@H]2Oc3c(NC(=O)Nc4ccccc4)cccc3C(=O)N([C@H](C)CO)C[C@@H]2C)cc1,17
Cc1cccc(NC(=O)c2ccc(OC(C)C(=O)Nc3ccccc3C(F)(F)F)cc2)c1C (stereo unspecified),-1
C=C1C(=O)O[C@@H]2/C=C(\C)[C@@H](OC(=O)C(O)C(C)C)C/C=C(/C)C[C@@H](OC(=O)/C(=C/CO)CO)[C@@H]12 (stereo partly specified),19
Cc1ccc(S(=O)(=O)N(C)C[C@H]2Oc3c(NS(=O)(=O)c4cccs4)cccc3C(=O)N([C@@H](C)CO)C[C@H]2C)cc1,-1
CC(C)COC(=O)N(C)C[C@H]1OCc2cn(nn2)CCCC(=O)N([C@@H](C)CO)C[C@@H]1C,9
C[C@@H]1CN([C@H](C)CO)C(=O)c2cccc(NC(=O)Nc3cccc4ccccc34)c2O[C@H]1CN(C)C(=O)Nc1ccc(C(F)(F)F)cc1,8
C[C@@H]1CN([C@H](C)CO)C(=O)c2cc(NC(=O)NC3CCCCC3)ccc2O[C@@H]1CN(C)Cc1ccc(-c2ccccc2)cc1,-2
COc1ccc(-n2c(Cn3ncc4ccccc4c3=O)n[nH]c2=S)cc1,-7
CNC[C@H]1Oc2ccc(NC(=O)Nc3ccccc3)cc2CC(=O)N([C@H](C)CO)C[C@H]1C,-6

# 3 consecutive compounds from above, quoted:
SMILES,ROS inducer
O=C1NC(=O)C(c2ccccc2[N+](=O)[O-])=C1Nc1ccc(O)c(Cl)c1,37
Cc1noc(C)c1S(=O)(=O)Nc1ccc2c(c1)CC(=O)N([C@H](C)CO)C[C@H](C)[C@H](CN(C)S(=O)(=O)c1ccc(Cl)cc1)O2,23
Cc1noc(C)c1NC(=O)N(C)C[C@@H]1Oc2ccc(NC(=O)Cc3ccccc3)cc2CC(=O)N([C@H](C)CO)C[C@@H]1C,2

# Continued.
SMILES,ROS inducer
CC(C)(C)C1CCc2c(sc3nc(-c4cccs4)oc(=O)c23)C1 (stereo unspecified),11
CC(C)NC(=O)Nc1ccc2c(c1)C(=O)N([C@@H](C)CO)C[C@@H](C)[C@@H](CN(C)S(=O)(=O)c1ccc(F)cc1)O2,-3
C[C@@H]1CN([C@H](C)CO)C(=O)c2cccc(NS(=O)(=O)c3cn(C)cn3)c2O[C@@H]1CN(C)Cc1ccncc1,-6
COc1ccc(CN2C(=O)C(O)(CC(=O)c3c(C)n[nH]c3C)c3ccccc32)cc1OC (stereo unspecified),-4
Cc1noc(C)c1NC(=O)Nc1ccc2c(c1)CC(=O)N([C@H](C)CO)C[C@H](C)[C@H](CN(C)Cc1ccc3c(c1)OCO3)O2,4
Cc1cc(C)c(NC(=O)CN(c2cccc(Br)c2)S(C)(=O)=O)c(C)c1,-2
C[C@@H]1CN([C@H](C)CO)C(=O)c2cccc(NS(=O)(=O)c3ccccc3)c2O[C@H]1CN(C)S(=O)(=O)c1cn(C)cn1,-2
CC(C)NC(=O)N(C)C[C@H]1Oc2c(NC(=O)Nc3ccc4c(c3)OCO4)cccc2C(=O)N([C@H](C)CO)C[C@H]1C,-6
C[C@@H]1CN([C@@H](C)CO)C(=O)c2cc(NC(=O)CCN3CCOCC3)ccc2O[C@H]1CN(C)C(=O)NC1CCCCC1,-7
COc1ccc(CSc2nnc(CSc3cccs3)n2C)cc1,87*
Cc1ccc(-c2noc(CSc3nnc(-c4ccccc4)n3C)n2)cc1,0
CCN(CC)C(=O)c1cccc(Cl)c1,4
C[C@@H]1CN([C@@H](C)CO)C(=O)c2cc(N(C)C)ccc2O[C@H]1CN(C)C(=O)Nc1ccc(F)cc1,-7
COc1ccccc1CC(=O)NCc1nn(-c2ccccc2)nc1C,-4
CC(c1ccccc1)n1c(Cn2ncc3ccccc3c2=O)n[nH]c1=S (stereo unspecified),-11
O=C(O)CCc1nc(-c2ccccc2)c(-c2ccccc2)o1,0
Cn1c(=O)c2c(ncn2C)n(C)c1=O,-2
Cc1ccc2nc(-c3cccc(NC(=O)COc4ccccc4)c3C)oc2c1,-8
C[C@@H]1CN([C@@H](C)CO)C(=O)Cc2cc(NC(=O)c3ccncc3)ccc2O[C@@H]1CN(C)CC1CCCCC1,24
C[C@@H]1CN([C@H](C)CO)C(=O)Cc2cc(NC(=O)Cc3ccccc3)ccc2O[C@H]1CN(C)S(=O)(=O)c1cn(C)cn1,-11
C[C@H]1CN([C@@H](C)CO)C(=O)c2cc(NC(=O)CCN3CCOCC3)ccc2O[C@@H]1CN(C)Cc1ccc(C(=O)O)cc1,-38
C[C@@H]1CN([C@H](C)CO)C(=O)c2cccc(NC(=O)Nc3ccc(C(F)(F)F)cc3)c2O[C@@H]1CN(C)Cc1ccc2c(c1)OCO2,11
C[C@@H]1CN([C@@H](C)CO)C(=O)c2cccc(NS(=O)(=O)c3ccccc3)c2O[C@@H]1CN(C)C(=O)Nc1ccc2c(c1)OCO2,-10
CCn1c(SCC(=O)Nc2cc(C)c(C)cc2Br)nnc1-c1ccccc1F,-14
COC(=O)c1ccc(NC(=O)CSc2nc3ccccc3c(=O)n2-c2ccc(Cl)cc2)cc1,2
SMILES,ROS inducer
C[C@H]1CN([C@@H](C)CO)C(=O)Cc2cc(NC(=O)Nc3cccc4ccccc34)ccc2O[C@H]1CN(C)S(=O)(=O)c1cn(C)cn1,21
COc1ccc(S(=O)(=O)N(C)C[C@H]2Oc3ccc(NC(=O)Cn4cnnn4)cc3CC(=O)N([C@@H](C)CO)C[C@@H]2C)cc1,-5
CN(CC(=O)O)S(=O)(=O)c1ccc2c(c1)OCCO2,-8
CCNc1nc(NCC)nc(Oc2ccc(=O)[nH]n2)n1,-4
NC(N)=Nc1nc(=O)c2ccccc2s1,23
O=C(ON1C(=O)c2ccccc2C1=O)c1ccco1,-4
CC[C@H]1C(=O)CC2C3CCC4C[C@@H](O)[C@]5(O)C[C@]4(CO5)C3CC[C@@]21C (stereo partly specified),2
CC(=O)[C@@]1(O)CCC2C3C[C@H](C)C4=CC(=O)C=CC4(C)[C@@]3(F)[C@@H](O)C[C@@]21C (stereo partly specified),4
COc1c(O)cc2c(c1O)C(=O)OC(C)C2Oc1cc2c(c(O)c1OC)C(=O)OC(C)C2O (stereo unspecified),-6
CC(C)N1CCN(c2ccc(OC[C@H]3CO[C@](Cn4cncn4)(c4ccc(Cl)cc4Cl)O3)cc2)CC1,4
Cc1noc(C)c1NC(=O)N(C)C[C@H]1Oc2c(NS(=O)(=O)c3ccc(F)cc3)cccc2C(=O)N([C@@H](C)CO)C[C@H]1C,-2
Cc1nc(SCC(=O)N2CCc3ccccc32)c2c3c(sc2n1)CCCC3,-3
O=C1CCCC(Cn2cncn2)C1 (stereo unspecified),0
C[C@@H]1CN([C@@H](C)CO)C(=O)c2cccc(NS(C)(=O)=O)c2O[C@H]1CN(C)C(=O)Nc1ccc(C(F)(F)F)cc1,-6
C[C@H]1CN([C@@H](C)CO)C(=O)Cc2cc(NS(C)(=O)=O)ccc2O[C@H]1CN(C)S(=O)(=O)c1ccc(Cl)cc1,-7
CNC[C@H]1Oc2c(NC(=O)c3ccc(-c4nccs4)cc3)cccc2C(=O)N([C@@H](C)CO)C[C@@H]1C,-9
COc1cc2c(cc1-c1coc3c4c(ccc3c1=O)OC(C)(C)C=C4)OCO2,0
C[C@@H]1CN([C@@H](C)CO)C(=O)c2cc(NS(=O)(=O)c3ccc(Cl)cc3)ccc2O[C@H]1CN(C)Cc1ccc2c(c1)OCO2,12
Cc1ccc(/C=C2/C(=O)N=C(N)N2C)s1,47
CC(C)(C)c1nc2c(o1)NC(N)=C(C(N)=O)C2c1ccc(OCC#N)cc1 (stereo unspecified),-1
COc1cc(OC)c2c(=O)c(-c3ccc4c(c3)OCO4)coc2c1,-12
C[C@@H]1CN([C@H](C)CO)C(=O)c2cccc(NS(=O)(=O)c3ccc(Cl)cc3)c2O[C@@H]1CN(C)S(=O)(=O)c1cccs1,1
CCNS(=O)(=O)c1cccc2c(N)cccc12,15
C[C@@H]1CN([C@@H](C)CO)C(=O)c2cc(NS(=O)(=O)c3cccs3)ccc2O[C@H]1CN(C)CC1CCCCC1,-12
C[C@@H]1CN([C@@H](C)CO)C(=O)c2cccc(NC(=O)c3ccc(-c4nccs4)cc3)c2O[C@H]1CN(C)CC1CCCCC1,22
SMILES,ROS inducer
Cc1noc(C)c1NC(=O)Nc1ccc2c(c1)C(=O)N([C@H](C)CO)C[C@H](C)[C@H](CN(C)CC1CC1)O2,-19
CCCCC/C=C\C/C=C\CCCCCCCC(=O)OC(CO)COP(=O)(O)OCC[N+](C)(C)C (stereo unspecified),-2
C[C@H](CO)N1C[C@H](C)[C@@H](CN(C)S(=O)(=O)c2ccc(Cl)cc2)Oc2ccc(N(C)C)cc2C1=O,23
Cn1c(SCC(=O)Nc2ccc(Br)cc2)nnc1-c1cccnc1,10
C[C@@H]1CN([C@H](C)CO)C(=O)Cc2cc(NC(=O)Cc3ccccc3)ccc2O[C@@H]1CN(C)CC1CCCCC1,23
C[C@@H]1CCCCO[C@@H](CN(C)Cc2ccc(C(=O)O)cc2)[C@@H](C)CN([C@H](C)CO)C(=O)c2cc(NS(=O)(=O)c3cn(C)cn3)ccc2O1,4
O=C(O)c1ccc(CNCc2cccc(Oc3ccccc3)c2)cc1,18
N#C/C(=N\O)C(=O)c1ccco1,-8
C[C@@H]1CN([C@H](C)CO)C(=O)c2cccc(N(C)C)c2O[C@H]1CN(C)Cc1ccc(Oc2ccccc2)cc1,45
Cc1ccc(S(=O)(=O)N(C)C[C@@H]2Oc3ccc(NC(=O)CCN4CCOCC4)cc3C(=O)N([C@@H](C)CO)C[C@H]2C)cc1,1
O=C(Cc1ccccc1)c1ccccc1C(=O)NCc1ccc(F)cc1,-14
C[C@H]1CN([C@@H](C)CO)C(=O)c2cc(NC(=O)Cn3cnnn3)ccc2O[C@@H]1CN(C)S(=O)(=O)c1ccc(Cl)cc1,-17
Cc1c(C(=O)CC#N)sc2ccc(Cl)cc12,0
Cc1sc(NC(=O)Cn2nc(C(F)(F)F)cc2C)c(C(N)=O)c1C,14
CCCc1cc(=O)[nH]c(/N=C(\N)Nc2cccc(C)c2)n1,-6
C[C@@H]1CN([C@H](C)CO)C(=O)c2cccc(NC(=O)Nc3cccc4ccccc34)c2O[C@@H]1CN(C)C(=O)Nc1cccc2ccccc12,-2
COc1ccc(S(=O)(=O)Nc2ccc3c(c2)CC(=O)N([C@H](C)CO)C[C@H](C)[C@H](CN(C)Cc2ccc(C(=O)O)cc2)O3)cc1,4
CC(C)(C)c1cn2c3ccccc3nc2n1CCNC1CCCCC1,28

# Laid out differently: entries from further up.
C[C@@H]1CN([C@H](C)CO)C(=O)Cc2cc(NC(=O)Cc3ccccc3)ccc2O[C@@H]1CN(C)CC1CCCCC1
  ROS inducer: 23

C[C@@H]1CCCCO[C@@H](CN(C)Cc2ccc(C(=O)O)cc2)[C@@H](C)CN([C@H](C)CO)C(=O)c2cc(NS(=O)(=O)c3cn(C)cn3)ccc2O1
  ROS inducer: 4

O=C(O)c1ccc(CNCc2cccc(Oc3ccccc3)c2)cc1
  ROS inducer: 18

# Molecules above with an aryl thioether with sulfur outside any ring (eight):
SMILES,ROS inducer
CC(=O)c1ccc(NC(=O)CSc2nc(=O)cc(N)n2-c2ccccc2)cc1,6
Cc1ccccc1NC(=O)CSc1ncnc2c1sc1nc(N3CCOCC3)c3c(c12)CCCC3,5
COc1ccc(CSc2nnc(CSc3cccs3)n2C)cc1,87*
Cc1ccc(-c2noc(CSc3nnc(-c4ccccc4)n3C)n2)cc1,0
CCn1c(SCC(=O)Nc2cc(C)c(C)cc2Br)nnc1-c1ccccc1F,-14
COC(=O)c1ccc(NC(=O)CSc2nc3ccccc3c(=O)n2-c2ccc(Cl)cc2)cc1,2
Cc1nc(SCC(=O)N2CCc3ccccc32)c2c3c(sc2n1)CCCC3,-3
Cn1c(SCC(=O)Nc2ccc(Br)cc2)nnc1-c1cccnc1,10
